Screens as filed in PubChem BioAssay.
MCL1 BIM primary – inhibitors of MCL1 binding to BIM-BH3, primary screen, biochemical, fluorescence polarization | Induced myeloid leukemia cell differentiation protein Mcl-1 (Homo sapiens), Q07820 | GST-MCL1 / FITC-Bim-BH3 fluorescence polarization | inhibition, % at 10.9 µM | 0.68% of 320,000 active | AID 2057, 2009;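 active means inhibition above the mean inhibition of all tested compounds plus 3 SD, set per campaign, cut at about 40% in these data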;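 further: 0% = DMSO wells and 100% = unlabeled Bim-BH3 peptide control; higher means more loss of mP so more displacement of Bim peptide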
Target sequence (Q07820 whole entry, looked up): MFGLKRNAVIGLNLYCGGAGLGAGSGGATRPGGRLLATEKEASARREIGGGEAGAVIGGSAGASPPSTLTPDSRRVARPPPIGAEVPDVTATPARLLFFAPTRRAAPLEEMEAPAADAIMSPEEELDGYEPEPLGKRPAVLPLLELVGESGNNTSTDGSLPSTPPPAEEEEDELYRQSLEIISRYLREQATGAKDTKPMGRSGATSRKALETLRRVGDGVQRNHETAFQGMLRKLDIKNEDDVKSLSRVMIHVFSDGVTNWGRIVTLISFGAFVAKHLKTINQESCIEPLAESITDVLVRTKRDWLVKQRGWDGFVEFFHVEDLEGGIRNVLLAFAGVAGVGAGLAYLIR
BCLXL inh – inhibitors of human Bcl-xL, primary screen, biochemical, fluorescence polarization, HTS; 0.7% of 320,000 active; GST-Bcl-xL / FITC-Bim BH3 peptide fluorescence polarization; Bcl-2-like protein 1 (Homo sapiens), Q07817; inhibition, % at 10.9 µM;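 active means inhibition above the mean of all tested compounds plus 3 SD, cutoff set per campaign, cut at about 30% in these data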;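 further: 0% = DMSO wells and 100% = unlabeled Bim-BH3 peptide competitor; inhibitors lower millipolarization by displacing the labeled peptide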
Target sequence (Q07817 whole entry, looked up): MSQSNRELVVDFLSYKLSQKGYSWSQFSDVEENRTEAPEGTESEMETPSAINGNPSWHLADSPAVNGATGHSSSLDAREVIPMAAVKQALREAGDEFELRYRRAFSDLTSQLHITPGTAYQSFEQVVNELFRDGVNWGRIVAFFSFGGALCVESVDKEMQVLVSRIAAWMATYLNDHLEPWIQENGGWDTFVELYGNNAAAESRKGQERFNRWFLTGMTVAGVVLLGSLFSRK
AGP1 TOR yeast – modulators of AGP1-GFP expression in yeast TOR pathway, primary screen, cell-based, multiplex flow cytometry, S. cerevisiae, MLPCN library. 3 h; GFP as percent of DMSO wells. 0.02% of 320,000 active. GFP response vs DMSO, % at 10 µM;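 active means GFP response relative to DMSO above a set limit, near screen average plus 3 SD, cut at about 150% in these data; inconclusive means fewer than 70 cells counted for the yeast strain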;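 further: median GFP channel fluorescence of the gated AGP1 strain per well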
Fam108B inh – mouse Fam108B serine hydrolase inhibitors, primary screen, counter-screen for RBBP9 inhibitor project, biochemical, fluorescence polarization. recombinant Fam108B, FP-Rh probe fluorescence polarization. inhibition, % at 9.51 µM. 0.33% of 300,000 active. AID 1947, 2009;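 active means inhibition above the screen mean inhibition plus 3 SD, computed separately per campaign, cut at about 18% in these data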;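 further: inhibitors lower polarization as less probe binds the enzyme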
GLD-1 RNA inh – GLD-1/TGE RNA complex disruptors, primary screen, biochemical, fluorescence polarization; AID 2280, 2010; Female germline-specific tumor suppressor gld-1 (Caenorhabditis elegans), Q17339; 0.44% of 320,000 active; inhibition, % at 5.96 µM; purified GLD-1 + fluorescein TGE RNA;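 active means percent inhibition above a per-plate cutoff, the plate mean of test compounds plus 3 SD, cut at about 30% in these data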;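 further: 0% = DMSO wells with GLD-1 and probe and 100% = wells lacking GLD-1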
VLA-4 inh – inhibition in human VLA-4 binding assay, primary screen, VLA-4 allosteric modulator project, MLPCN library, flow cytometry, VLA-4 expressing cells | Integrin alpha-4 (Homo sapiens), P13612 | ligand binding flow cytometry | inhibition, % (about 7 µM as worked out from the volumes in the protocol) | 0.2% of 330,000 active; in the data active means inhibition above about 50%
GRK2 inh – compounds blocking aptamer binding on GRK2 – biochemical, human GRK2, bead flow cytometry, HTS, primary screen. inhibition of aptamer binding, % at 10 µM. Beta-adrenergic receptor kinase 1 (Homo sapiens), P25098. FAM-aptamer displacement from GRK2. 0.59% of 330,000 active. AID 488847, 2010;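 active means inhibition of aptamer binding above 40%, roughly 3 SD of noise, on plates passing a quality check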;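 further: median bead fluorescence of bound FAM aptamer so fluorescent compounds give negative values; no value below 0 was filed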
CIT2 TOR yeast – modulators of CIT2-GFP expression in yeast, primary screen, S. cerevisiae, GFP fusion, multiplex flow cytometry, MLPCN library; S. cerevisiae CIT2-GFP strain, 3 h; 100 means same as DMSO wells; GFP response vs DMSO, % at 10 µM; 0.065% of 320,000 active; AID 2029, 2009;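 active means GFP response relative to DMSO above a set limit, near the screen mean plus 3 SD, cut at about 150% in these data; inconclusive means Fewer than 70 cells measured for a yeast strain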;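 further: ratio of well median GFP fluorescence to mean of DMSO wells on the plate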
MEX-5 binding – MEX-5 zinc finger RNA-binding disruptors – biochemical, C. elegans, fluorescence polarization, MLPCN library, primary screen; Zinc finger protein mex-5 (Caenorhabditis elegans), Q9XUB2; MEX-5/FITC-TCR2 RNA binding; hits give low values; activity score (negative = inhibition of binding), % at 10 µM; 0.38% of 300,000 active;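 active means inhibition past about -25% in most replicates, and total fluorescence under double the plate's negative control median, limit read from the data; inconclusive means replicates evenly split on the limit, or fluorescence at least double controls; inactive means too little inhibition in most replicates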;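 further: 0% = DMSO and -100% = 5 µM competing unlabeled TCR2 RNA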
Target sequence (Q9XUB2 whole entry, looked up): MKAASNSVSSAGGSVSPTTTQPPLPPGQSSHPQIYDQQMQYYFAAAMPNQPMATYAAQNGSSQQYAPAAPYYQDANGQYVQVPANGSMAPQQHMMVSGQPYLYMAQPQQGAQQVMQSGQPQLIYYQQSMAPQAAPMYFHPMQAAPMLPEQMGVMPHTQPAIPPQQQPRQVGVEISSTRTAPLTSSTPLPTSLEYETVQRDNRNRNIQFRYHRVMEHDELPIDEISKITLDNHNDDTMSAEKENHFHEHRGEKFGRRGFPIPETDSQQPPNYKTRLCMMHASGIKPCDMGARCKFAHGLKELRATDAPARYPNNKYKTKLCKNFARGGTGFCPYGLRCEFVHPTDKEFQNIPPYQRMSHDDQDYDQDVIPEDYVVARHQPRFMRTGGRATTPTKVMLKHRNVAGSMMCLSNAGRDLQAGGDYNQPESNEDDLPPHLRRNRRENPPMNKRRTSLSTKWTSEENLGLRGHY
Active calls of the source: *; ? = inconclusive; . = no result given.

Structure	CIT2 TOR yeast	MCL1 BIM primary	VLA-4 inh	GRK2 inh	BCLXL inh	GLD-1 RNA inh	Fam108B inh	MEX-5 binding	AGP1 TOR yeast
COc1ccc2[nH]c3c(c2c1)CCNC3(C)CCc1ccc(Cl)nc1 (stereo unspecified)	85	5	32	0	16	-3	-2	-0.8	94
C#CC(C)(C)NC(=O)c1ccc(-c2ccccc2F)cc1	76	1	3	1	2	1	-5	-0.6	82
COc1cc(/C=C/C(=O)O)cc(S(=O)(=O)Nc2ccc3nc(SC)sc3c2)c1OC	97	1	0	6	2	-7	-1	1.4	100
COc1ccc(CNC(=O)c2ccc(-c3ccccc3)cc2)cc1	95	3	13	1	-4	-2	3	4.0	91
CC12CCC(C(=O)N(CCCCN3CCN(c4ccccn4)CC3)C1=O)C2(C)C (stereo unspecified)	84	6	2	0	3	7	-7	-0.9	85
CC(C(=O)O)N1C(=O)C2C3CC(C2C1=O)C1C(c2ccccc2)c2sc(=O)[nH]c2SC31 (stereo unspecified)	101	23	18	2	15	6	3	-1.5	91
COc1ccc(C)cc1-n1nnnc1SCC(=O)NNC(=O)c1ccc([N+](=O)[O-])cc1	93	-20	7	2	-4	5	-1	-0.5	95
O=[N+]([O-])c1ccc(S(=O)(=O)N2CCC3(CC2)OCCN3S(=O)(=O)c2cccs2)cc1	104	4	6	0	4	7	-3	-1.2	109
N#Cc1c(NC(=O)CSc2nnc(-c3ccncc3)n2CC2CCCO2)sc2c1CCCC2 (stereo unspecified)	101	-37	10	1	-23	-77	7	-1.2	96
CC(=O)NC1C2CN3CCN(C2)CC1(Cc1ccccc1)C3 (stereo unspecified)	96	5	15	3	4	0	-5	3.5	100
CC(C)=CC(=O)OCC(=O)Nc1cc(C)ccc1C	112	7	1	0	9	7	0	-1.3	97
CC(=O)N1C2CCCCC2S[C@H]2CCCCC21 (stereo partly specified)	110	3	-4	0	-2	-3	-1	2.1	106
CC(=O)c1cccc(NC(=O)Cc2coc3cc4c(cc23)CCC4)c1	91	2	13	0	-3	-3	-4	1.1	90
NC(=O)c1ccsc1NC(=O)COc1ccccc1	92	43*	1	0	47*	15	8	-2.8	109
COc1cc(-c2nc3ccccn3c2/N=C/c2cc(OC)c(O)cc2Cl)ccc1O	95	18	6	3	10	4	7	0.7	105
O=C(O)c1ccccc1Nc1ccc([N+](=O)[O-])cc1	122	-5	26	0	6	6	-2	-1.5	103
O=C(O)C1CCCN1S(=O)(=O)c1cccc2nsnc12 (stereo unspecified)	.	-4	10	0	0	-1	-5	1.7	103
O=C1c2ccccc2C(=O)N1CCCCN(C(=O)c1cc2ccccc2oc1=O)c1ccc(Cl)cc1	102	0	-21	3	7	-1	3	1.5	99
CCCN(CCC)CCCNC(=S)Nc1ccc2nc(N3CCN(CC)CC3)cc(C)c2c1	79	8	5	0	5	10	4	2.5	101
CC(C)c1nnc(NC(=O)C2CCCN2C(=O)Nc2ccccc2[N+](=O)[O-])s1 (stereo unspecified)	96	0	1	2	0	5	0	-0.7	103
O=S(c1ccc2ccccc2c1)c1cnns1 (stereo unspecified)	101	2	3	1	4	6	0	.	97
COc1ccc(OC)c(-c2csc(NC(=O)Cc3ccc(F)cc3)n2)c1	89	-1	-8	1	1	0	-4	-1.6	95
O=C(Cn1cnc2c(nnn2Cc2ccccc2)c1=O)N1CCCc2ccccc21	99	-2	0	0	1	4	3	1.5	100
O=C(NCc1cccs1)C1CCCN1C(=O)Nc1ccccc1 (stereo unspecified)	82	3	22	2	2	8	-1	-0.5	90
O=C(COc1ccccc1Cl)NCc1ccccc1	91	-1	6	4	2	11	-3	1.9	93
O=C(O)c1nn(CC(=O)N2CCN(S(=O)(=O)c3ccc(Cl)cc3)CC2)c(=O)c2ccccc12	112	2	18	2	-3	7	1	-2.3	114
O=C(O)c1ccc2c(c1)C(=O)N(CCc1ccccc1)C2=O	104	-2	5	0	-4	7	-1	-0.7	95
Cc1ccc(NC(=O)CNc2ccccc2CN(C)C2CCCCC2)cc1	101	-9	11	0	-4	6	0	-0.7	112
Cc1nc(Cl)c2c(n1)NC1=C(O2)C(=O)CCC1	98	198*	-12	11	165*	168*	6	?	53
Cc1cc(C)n2nc(C(=O)OCC(=O)NCc3ccccc3)nc2n1	93	-6	3	0	-2	1	.	.	105
Cc1ccc(/C=N\NC(=O)C2CC(=O)N(c3ccccc3)C2)o1 (stereo unspecified)	99	3	1	2	7	0	-1	-1.8	110
S=C(Nc1ccc2c(c1)OCO2)Nc1ccc2c(c1)OCO2	114	19	-22	0	13	5	3	-6.0	96
COc1ccc(C)c2sc(=NC(=O)c3cccc(N4C(=O)CCC4=O)c3)n(C)c12	95	-38	7	2	-16	-45	-7	-9.6	95
CCc1nc(NCCN2CCOCC2)c2oc3ccccc3c2n1	106	3	4	0	2	4	6	-3.5	105
Cc1cccc(NC(=O)Cn2c(C)c(C#N)c3ccccc32)c1C	98	2	4	0	1	4	-6	0.8	100
CCn1c(CC(=O)Nc2ccccc2)nnc1SCC(=O)Nc1nncs1	106	-3	-6	0	1	3	-5	1.5	97
O=C(N=C1c2ccccc2CN1c1ccccc1)c1cccc([N+](=O)[O-])c1	123	-2	7	5	5	-1	-1	0.9	107
Cn1c(=O)c2c(nc(CN3CCN(C(c4ccccc4)c4ccccc4)CC3)n2CC(N)=O)n(C)c1=O	?	-2	.	29	-2	9	6	0.7	?
Cc1ccnc(SCc2cc(=O)c(OC(=O)c3cccs3)co2)n1	86	6	21	0	5	-3	-3	0.0	96
CC1CCCC(NC(=O)C2CCN(S(=O)(=O)N3CCCCC3)CC2)C1C (stereo unspecified)	101	2	-7	5	5	0	2	-0.2	113
CSc1nnc2c(n1)OC=Nc1ccccc1-2	83	10	8	0	11	11	-2	4.8	94
Cc1c(Cl)cccc1NCC(=O)Nc1ccc(Cl)cc1F	89	-5	3	6	3	4	-1	.	91
C=CCNC(=O)NC(=O)COC(=O)[C@H](C)NS(=O)(=O)c1c(C)c(C)cc(C)c1C	91	-3	-1	1	-4	5	0	0.3	105
CCO/C=N/c1c(C#N)c2c(c(=S)n1C)COC(C)(C)C2	107	7	9	0	-2	2	7	1.2	.
OCC(O)C(O)C(O)C(O)C1NCCS1 (stereo unspecified)	89	2	3	12	-2	5	-2	0.5	88
CCOC(=O)C1Nc2ccccc2C2C(O)C(O)CC12 (stereo unspecified)	102	38	-26	0	19	12	5	0.4	106
CCCNC(=S)Nc1cccc(C(F)(F)F)c1	101	8	0	2	6	-3	7	0.4	102
O=C(Nc1ccc(F)cc1)C1CCCCC1	88	4	-5	0	2	-1	1	4.0	90
COc1ccc(OC)c(NC(=O)COC(=O)Cc2ccsc2)c1	105	.	6	0	.	8	.	.	95
COc1ccccc1NC(=O)c1ccc(N)cc1	106	7	8	1	5	2	5	0.9	113
CC(C)OCc1c(C(=O)Nc2nccs2)oc2ccccc12	90	-2	13	0	1	0	-4	-1.6	96
Cc1ccc(C(CC(=O)NCCCN(C)C)c2ccc(OC(C)C)cc2)cc1 (stereo unspecified)	107	2	-1	0	1	5	2	4.8	113
CCOc1ccccc1NC(=O)COC(=O)Cc1cccs1	98	0	4	1	4	4	3	1.2	94
CC1CN(C(=O)COc2ccc3ccccc3c2Br)CC(C)O1 (stereo unspecified)	86	5	1	0	2	2	-5	-2.4	88
CCNC(=S)N1CCN(c2ccccn2)CC1	104	8	2	0	1	1	-1	-0.9	103
Cc1cc(NS(=O)(=O)c2ccc(NC(=O)NC3CCCCC3)cc2)no1	107	-12	13	2	-5	6	-2	2.6	110

(more compounds)
Structure	CIT2 TOR yeast	MCL1 BIM primary	VLA-4 inh	GRK2 inh	BCLXL inh	GLD-1 RNA inh	Fam108B inh	MEX-5 binding	AGP1 TOR yeast
CCCCn1c(N)c(N(CCOC)C(=O)CN(C)S(=O)(=O)c2ccc(C)cc2)c(=O)[nH]c1=O	95	-13	9	0	-8	3	-2	-0.8	105
O=C(Nc1ccc(S(=O)(=O)Nc2ncccn2)cc1)C12CC3CC(CC(C3)C1)C2	100	2	6	2	0	-3	3	1.5	102
O=C(CN1C(=O)C2CCCCC2C1=O)Nc1cc(C(F)(F)F)ccc1N1CCCC1 (stereo unspecified)	94	3	-7	0	6	3	2	2.1	108
COc1ccc(-c2noc(N3CCC(C(=O)NCc4ccc(Cl)cc4)CC3)n2)cc1	96	8	8	2	3	5	-3	1.1	94
Cc1ccc(N2C(=O)CC(c3c[nH]c4ccccc34)C2=O)cc1 (stereo unspecified)	101	-4	2	1	4	-6	0	-1.4	96
COc1ccccc1NC(=O)N1CCCC1C(=O)NCc1ccc2c(c1)OCO2 (stereo unspecified)	94	-4	23	0	3	2	-6	0.7	96
Cc1ccc(S(=O)(=O)NCC(C)n2cncn2)cc1C (stereo unspecified)	105	-4	8	2	4	-2	-5	-1.3	105
Cc1ccc(S(=O)(=O)N2CCCCC2)cc1NC(=O)c1ccc2c(c1)OCO2	97	-1	13	0	-1	3	-11	-4.3	100
COc1ccc(CCc2nnc(CCC(=O)NCc3cnc4ccccn34)o2)cc1	110	1	6	0	8	-4	0	-1.8	113
Cc1oc(-c2ccccc2Cl)nc1CS(=O)CC(=O)NC1CC1 (stereo unspecified)	111	4	-4	0	7	6	-3	-0.3	104
COc1ccc(OCCn2ccnc2C)cc1	104	3	6	2	0	9	-5	3.2	103
COc1cc(SC)ccc1C(=O)OC1CCOC1=O (stereo unspecified)	96	11	10	4	4	-6	6	0.6	102
O=C(COC(=O)C1CCCCC1)Nc1ccc(N2CCCCC2)cc1	105	-7	0	0	-4	6	4	0.7	97
Cc1noc(C)c1COc1ccc(C(=O)N2CCN(S(=O)(=O)c3cccc(F)c3)CC2)cc1	89	.	4	0	.	7	.	.	97
O=C(NCC1CCCO1)c1cc(C(=O)C2CC2)c[nH]1 (stereo unspecified)	89	5	17	0	6	3	-3	1.2	91
Cn1nc(C(=O)Nc2cccc(Cl)c2)cc1C(=O)Nc1cccc(Cl)c1	101	6	1	0	6	5	-19	2.6	93
CS(=O)(=O)N1CC2CCCN2c2ccc(C(F)(F)F)cc21 (stereo unspecified)	104	-9	-2	5	3	11	2	-1.0	114
